Source: PubChem
PI4K2A block: qHTS for small molecular inhibitors of PI4K2A | purified PI4K2A, ADP-Glo luminescence, 1 h; stronger effect = lower value | activity change, negative = inhibition, % at 76.9 µM | 0.13% of 420,000 active | AID 1346378, 2018; in the data active means activity change below about -50%; inconclusive means mostly about -30% to -49%;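 further: -100% = wells without enzyme as full effect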
Target sequence (Q9BTU6 whole entry, looked up): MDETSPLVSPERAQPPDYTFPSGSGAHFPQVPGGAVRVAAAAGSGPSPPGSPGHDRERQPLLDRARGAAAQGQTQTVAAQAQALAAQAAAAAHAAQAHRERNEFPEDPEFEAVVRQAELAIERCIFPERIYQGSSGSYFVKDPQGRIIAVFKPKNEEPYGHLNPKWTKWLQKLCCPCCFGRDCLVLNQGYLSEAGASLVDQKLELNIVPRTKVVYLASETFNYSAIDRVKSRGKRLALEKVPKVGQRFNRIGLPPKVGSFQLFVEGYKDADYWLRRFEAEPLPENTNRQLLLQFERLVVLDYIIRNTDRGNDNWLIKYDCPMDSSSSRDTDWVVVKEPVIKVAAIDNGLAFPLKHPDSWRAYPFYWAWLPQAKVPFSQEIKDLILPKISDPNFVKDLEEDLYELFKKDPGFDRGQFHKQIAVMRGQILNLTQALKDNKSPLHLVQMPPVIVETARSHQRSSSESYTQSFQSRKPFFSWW
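PI4K2A activity was measured by ADP-Glo luminescence: enzyme (4 ug/mL stock) and phosphatidylinositol (1.2 mM stock) in Tris pH 7.5/MgCl2/EGTA/Triton X-100 buffer were reacted with ATP (300 microM stock) for one hour at ambient temperature.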
G9a inh: qHTS Assay for Inhibitors of Histone Lysine Methyltransferase G9a. Histone-lysine N-methyltransferase EHMT2 (Homo sapiens), Q96KQ7. G9a H3K9 monomethylation, AlphaScreen, 2 h. Potency, µM (series often up to 102 µM), inactives show top-dose activity, negative = inhibition, usual class: inhibitors. 8.8% of 350,000 active; further: potency means the concentration at half of the fitted maximal effect; on the % scale 0 is the no-effect control and ±100 the full control effect; nearly all actives have a fitted effect of over 75% in size
Target sequence (Q96KQ7 913-1193 limits assumed): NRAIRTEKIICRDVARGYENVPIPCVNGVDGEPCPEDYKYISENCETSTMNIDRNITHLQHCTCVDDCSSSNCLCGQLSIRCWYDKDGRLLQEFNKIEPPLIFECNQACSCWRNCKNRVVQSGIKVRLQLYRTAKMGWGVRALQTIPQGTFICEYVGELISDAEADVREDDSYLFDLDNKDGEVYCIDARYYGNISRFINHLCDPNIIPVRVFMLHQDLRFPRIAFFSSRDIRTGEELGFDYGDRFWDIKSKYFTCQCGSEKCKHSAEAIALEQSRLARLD
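Compounds were preincubated with 20 nM G9a for 15 min, after which biotinylated H3K9 peptide (500 nM) and SAM (20 uM) started a 2 h room-temperature reaction. Monomethylated product was quantified by antibody-based AlphaScreen chemiluminescence.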
Pin1 inh: qHTS Assay to Find Inhibitors of Pin1; Peptidyl-prolyl cis-trans isomerase NIMA-interacting 1 (Homo sapiens), Q13526; Pin1 FP peptide displacement, HiFluor488, 10 min; Potency, µM (series often up to 115 µM), without a hit: at the highest dose activity, negative = inhibition, usual class: inhibitors; 0.009% of 390,000 active; active means well fitted inhibition curve with a large enough effect in the polarisation, with a control signal flat, not every such curve was filed as active; inconclusive means small, poorly fitted or top-dose-only effect, or effect the other way, or a change in a side signal; inactive means no such curve, though single readings can be large or run the other way; the % refers to the polarisation; further: potency means the concentration at half of the fitted maximal effect; on the % scale 0 is the no-effect control and ±100 the full control effect
Target sequence (Q13526 whole entry, looked up): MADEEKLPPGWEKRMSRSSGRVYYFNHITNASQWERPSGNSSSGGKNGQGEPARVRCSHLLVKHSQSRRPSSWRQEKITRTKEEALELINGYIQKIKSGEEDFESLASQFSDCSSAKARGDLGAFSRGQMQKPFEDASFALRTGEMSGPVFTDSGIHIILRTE
JMJD2A Tudor inh: qHTS Assay for Inhibitors of JMJD2A-Tudor Domain; Lysine-specific demethylase 4A (Homo sapiens), O75164; AlphaScreen JMJD2A-Tudor / H3K4me3 peptide binding; Potency, µM (series often up to 114 µM), without a hit: at the top dose activity change, negative = inhibition, usual class: inhibitors; 4.4% of 390,000 active; AID 504339, 2011; further: potency means the concentration at half of the fitted maximal effect; on the % scale 0 is the no-effect control and ±100 the full control effect; nearly all actives have a fitted effect of over 50% in size
GLS inhibitor: qHTS for Inhibitors of Glutaminase (GLS); Glutaminase kidney isoform, mitochondrial (Homo sapiens), O94925; GLS enzymatic activity, qHTS titration; Potency, µM (titrated, usually from 45.5 µM), for inactives: top-dose activity change, negative = inhibition, hits mostly inhibitors; 0.21% of 410,000 active; further: potency means the concentration at half of the fitted maximal effect; on the % scale 0 is the no-effect control and ±100 the full control effect
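hKGA; 45 mM KH2PO4 pH 8.2 + 0.02% Tween-20; cpd via pin tool; 1 mM Gln soln; GluOx/HRP/Amplex Red; RT 30 min; fluor. t0 & final.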
Pol eta inh: qHTS for Inhibitors of Polymerase Eta; Potency, µM (doses to about 114 µM), for the others: at the top dose activity change, negative = inhibition, actives largely listed as inhibitors; 1.2% of 390,000 active; recombinant Pol eta, fluorescent DNA replication assay; AID 588591, 2011; DNA polymerase eta (Homo sapiens), Q9Y253; further: potency means the concentration at half of the fitted maximal effect; on the % scale 0 is the no-effect control and ±100 the full control effect
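Fluorescent replication assay: 50 nM final substrate added after a 15 min room-temperature compound preincubation with 10 nM enzyme. Signal taken at 0 min and again at 10 min.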
BAZ2B block: qHTS Assay for Inhibitors of BAZ2B; Bromodomain adjacent to zinc finger domain protein 2B (Homo sapiens), Q9UIF8; AlphaScreen BAZ2B-H3K14Ac peptide displacement; AID 504333, 2011; 4.4% of 360,000 active; Potency, µM (series often up to 114 µM), for inactives: top-dose activity change, negative = inhibition, usual class: inhibitors; further: potency means the concentration at half of the fitted maximal effect; on the % scale 0 is the no-effect control and ±100 the full control effect; nearly all actives have a fitted effect of over 60% in size
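Complex of BAZ2B and biotin-H3K14Ac (50 nM apiece) forms over 30 min at RT, then faces library compounds up to 110 uM for another 30 min; AlphaScreen beads added, 20 min dark incubation, luminescence read.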
Tb PGK inh: qHTS Assay to Find Inhibitors of Phosphoglycerate Kinase; PGK/GAPDH coupled, Kinase-Glo luminescence, 60 min; 0.043% of 380,000 active; Phosphoglycerate kinase, glycosomal (Trypanosoma brucei brucei), P07378; Potency, µM (top dose mostly 57.5 µM), inactives show at the top dose activity change, negative = inhibition, hits mostly inhibitors; further: potency means the concentration at half of the fitted maximal effect; on the % scale 0 is the no-effect control and ±100 the full control effect; nearly all actives have a fitted effect of over 60% in size
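Luminescent ATP detection (Kinase-Glo Plus) follows a 60-minute room-temperature incubation, with wells lacking PGK as controls. Buffer: 100 mM TEA (pH 7.6), 5 mM MgCl2, 0.01% Tween-20. Coupling enzyme GAPDH (100 nM final) supplies unstable 1,3-BPG in-well.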
HP1b binding inh: HTS for Inhibitors of HP1-beta Chromodomain Interactions with Methylated Histone Tails; Chromobox protein homolog 1 (Homo sapiens), P83916; AlphaScreen HP1-beta / biotin-H3K9me3 peptide binding; Potency, µM (top dose mostly 114 µM), for the others: at the highest dose activity change, negative = inhibition, usual class: inhibitors; 0.56% of 390,000 active; further: potency means the concentration at half of the fitted maximal effect; nearly all actives have a fitted effect of over 70% in size; inactives centre near 23
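Compound inhibition of the preformed complex between 50 nM HP1-beta and 50 nM biotinylated H3K9me3 peptide was read by AlphaScreen. Buffer was PBS pH 7.4 with 0.01% Tween-20. Incubations ran 30 min at room temperature, with 10 ug/mL donor/acceptor beads.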
The depositor's hits bear a star; i = inactive; ? = inconclusive; nt = no result given; & = joins results of further samples; [ ] = remark or other dose. Unless noted, the call rests on the fitted dose curve; in most records, active means well fitted curve in the direction sought with a large enough effect; inconclusive means small, poorly fitted or top-dose-only effect, or another doubt; inactive means no such curve, though single readings can be large; an effect the other way counts as inactive or inconclusive.

SMILES	PI4K2A block	G9a inh	Pin1 inh	JMJD2A Tudor inh	GLS inhibitor	Pol eta inh	BAZ2B block	Tb PGK inh	HP1b binding inh
OC(c1cc(C(F)(F)F)nc2c(C(F)(F)F)cccc12)C1CCCCN1 (stereo not drawn)	-3	-43%[59 µM]	18%	-10%	-1%	-17%	-11%	-10%	77%[activator]
O=C(Oc1ccc([N+](=O)[O-])cc1)c1cccnc1	3	?	-6%	-8%	19%	-12%	-1%	8%	46%[activator]
O=C(NCc1cccnc1)c1ccc(=O)oc1	10	-6%[59 µM]	?	15%	nt	-10%	3%	-5%	28%
COc1ccccc1/C=C/C=N/NC(=O)CN1CCN(S(=O)(=O)c2ccc(C)cc2)CC1	-4	1%	0%	-14%	3%	-24%	-6%	-5%	11%
Cc1cccc(NC(=S)N2N=CCC2c2ccccc2)c1 (stereo not drawn)	-2	25%	3%	12%	15%	-7%	12%	9%	26%
COC(=O)C[C@H]1C[C@H]2c3cc(NC(=O)NC4CCCC4)ccc3O[C@H]2[C@@H](CO)O1	-1	nt	nt	nt	1%	-15%	nt	6%	nt
CCOc1cc(Cl)c(S(=O)(=O)NCCCN2CCOCC2)cc1Cl	-3	-10%[59 µM]	0%	-9%	-10%	-12%	1%	-2%	4%
O=C1Cc2cc(S(=O)(=O)N3CCN(c4cccc(Cl)c4)CC3)ccc2N1	3&-3	-1%	?	-27%&-36%	-1%&-2%	-3%&5%	-21%	8%&-5%	32%&3%
CCc1ccc(CN(C)C(=O)c2cc(COc3ccc(-n4cncn4)cc3)on2)cc1	9	26%	3%	-25%	-2%	-22%	-15%	0%	18%
Cc1cc(C)c[n+](-c2nc3ccccc3nc2C(=C=[N-])C#N)c1	1&18	3%	14%&11%	-6%&-8%	4%&0%	-18%&-14%	-6%	-4%	34%&12%
CC(=O)Nc1ccc(S(=O)(=O)NCC(=O)OCC(=O)NCCc2ccccc2)cc1	-4	nt	nt	nt	5%	-4%	nt	6%	nt
CN(C)S(=O)(=O)c1ccc(C(=O)Nc2ccccc2C(=O)NCCCN2CCOCC2)cc1	2	24%[12.7 µM]	-2%	-2%	0%	-1%	-3%	3%	22%
COc1ccc(CCN2CC(C(=O)OCC(=O)N(C)Cc3ccccc3)CC2=O)cc1OC (stereo not drawn)	-1	12%[12.7 µM]	-8%	-17%	8%	-2%	12%	-2%	15%
CCOc1ccc(NC(=O)c2sc3nc4n(c(=O)c3c2C)CCC4)cc1	9&-1	-6%	19%&-3%	-4%&-18%	-6%&3%	-6%&-4%	-17%&-16%	10%	2%&25%
CC(=O)c1cn(CC(=O)Nc2ccccc2F)c2ccccc12	0	16%[59 µM]	-2%	-14%	13%	-5%	0%	-4%	7%
O=C1c2cc(Cl)ccc2-c2c(O)cc(Cl)cc21	-5	nt	16%	?	4%	-1%	nt	-7%	-17%[57 µM]
CCOc1ccc(CNC(=O)Cc2ccc(NC(=O)N3CCSc4ncccc43)cc2)cc1	-5	-6%[59 µM]	4%	-8%	-1%	6%	-17%	6%	25%
Nc1ncnc2c1nc(Br)n2[C@@H]1O[C@@H]2COP(=O)(O)O[C@H]2[C@H]1O	-20	nt	0%	-9%	4%	-10%	nt	0%	11%
CN(c1ccccc1)S(=O)(=O)c1cccc(NC(=O)COc2cccc([N+](=O)[O-])c2)c1	0	0%[2.33 µM]	-5%	-22%	16%	-20%	-21%	1%	-2%
COC(=O)c1cccc2nc3c(C(C)O)cccc3nc12 (stereo not drawn)	4	15%[59 µM]	-17%	-14%	-9%	-3%	-15%	-6%	32%
CCCCSc1nc(C)nc2c1c(=O)n(C)c(=O)n2C	2	7%[59 µM]	-1%	-9%	-7%	-21%	3%	-1%	30%
COCC1CCCN(C(=O)c2ccc3oc(Cc4ccc(Cl)cc4)nc3c2)C1 (stereo not drawn)	0	2%[0.0925 µM]	6%	-6%	10%	-7%	-8%	1%	30%
Cc1ccc(CNc2oc(C)nc2C#N)cc1	-4	11%	-4%	-19%	1%	-5%	-6%	-3%	3%
Cc1c(C(=O)C(=O)NCCc2ccc(S(N)(=O)=O)cc2)c2ccccc2n1C	2	-15%[59 µM]	-5%	-5%	10%	-14%	3%	i	19%
Cc1ccc(NC(=O)c2nc[nH]c2C(=O)N2CCC(C)CC2)cc1	-2	?	-1%	-9%	0%	-7%	?	-1%	79%[activator]
Cc1cc2c(OCC(O)CN3CCCCC3)cccc2[nH]1 (stereo not drawn)	-1	-28%	-6%	?	11%	-15%	-22%	-11%	15%
CCCCOc1ccc(C(=O)N/C(=C\c2cccc([N+](=O)[O-])c2)C(=O)OCc2ccco2)cc1	1	-6%[59 µM]	0%	-21%	-1%	-23%	0%	-4%	14%
COc1ccc(N2CCN(C(=S)NC(C)c3ccccc3)CC2)cc1 (stereo not drawn)	-1	?	-1%	-27%	32%[activator]	-16%	-35%	-9%	25%
O=C(c1ccc(Cl)cc1)c1cnc(Nc2ccccc2Cl)s1	5	nt	8%	1%	3%	8%	-4%	-1%	30%
O=C(NCC(=O)N1CCN(S(=O)(=O)c2c(F)cccc2F)CC1)c1ccccc1F	-1	-7%	4%	?	-1%	-21%	-3%	1%	42%[activator]
O=c1c2ccsc2ncn1Cc1ccc(Cl)cc1	0	36%[0.501 µM]	3%	3%	1%	-11%	6%	-6%	37%[activator]
O=C(Nc1nc(-c2cccs2)cs1)c1ccc([N+](=O)[O-])o1	1	-7%[12.7 µM]	-8%	-28%	6%	79µM*	-38%	-9%	21%
O=C(COC(=O)CCS(=O)(=O)c1ccc(Cl)cc1)NCCc1ccccc1	7	21%	-1%	-6%	0%	-16%	-4%	i	29%
COc1ccc(CNc2nc(-c3ccc(OC)c(OC)c3)cc(C(F)(F)F)n2)cc1	-1	52%[activator][59 µM]	5%	29%	0%	-8%	28%	i	68%[activator]
CSc1ccccc1C(=O)NC1CCCN(Cc2ccccc2F)C1 (stereo not drawn)	0	10µM*	-1%	-11%	-3%	-10%	-4%	-4%	51%[activator]
O=C(Nc1ccccc1N1CCCCC1)C1CCN(S(=O)(=O)c2ccccc2C(F)(F)F)CC1	0	-27%[59 µM]	4%	12%	-14%	?	5%	i	38%
CCOC(=O)CN(c1ccccc1)S(=O)(=O)c1ccc(F)cc1	-2	26%	0%	17%	2%	-20%	9%	-3%	55%[activator]
CCOc1ccc(CNC(=O)c2ccc(Sc3ccc(Cl)cc3)c(NC(C)=O)c2)cc1	-2&-4	2%[59 µM]	22%&12%	?	-9%&-5%	-13%&-20%	-8%&-8%	6%&-3%	12%&13%
O=C(O)CSc1nc2sc3c(c2c(=O)n1-c1ccccc1)CCC3	-1	?	-7%	?	0%	?	-9%	-8%	17%
N#Cc1c(-c2ccccc2)cc(-c2ccccc2)nc1SCC(=O)NCC(=O)O	5	45µM*	-7%	-12%	?	-9%	-15%	i	-10%
COc1ccc(N(CC(=O)Nc2cccc(C)c2C)S(=O)(=O)c2c(C)n[nH]c2C)cc1	-4	32%[0.501 µM]	-6%	-23%	0%	-23%	-13%[57.1 µM]	1%	16%
C[C@]12C=CC(=O)C=C1CC[C@@H]1C2C(O)C[C@@]2(C)C1CC[C@]2(O)C(=O)COC(=O)CCC(=O)NC(CC(=O)O)C(=O)O (stereo partly drawn)	-1	?	-4%	-8%	8%	-4%	-13%	2%	36%
COc1cccc(CN=C2Nc3ccccc3CS2)c1	1	-2%	-9%	-6%	0%	-13%	7%	i	27%
CCCCC(=O)Nc1ccc(C(=O)c2ccccc2)cc1	-5	20%	-2%	4%	13%	-9%	6%	5%	44%[activator]
COc1cccc2cc(-c3nc(Nc4cccc(C)c4)sc3C)c(=O)oc12	-2	-2%[59 µM]	24%	-19%	4%	-22%	5%	-5%	19%
O=C(O)Cn1nc(-c2ccc(F)cc2)oc1=O	1	-10%[2.33 µM]	-2%	?	105%[activator]	2%	-3%	6%	?
CC(=O)c1ccc(N2CCN(c3ncnc4c3c(-c3ccccc3)cn4-c3ccc(C)c(Cl)c3)CC2)cc1	-7	8%[59 µM]	1%	-26%	2%	-18%	-19%	-8%	-8%
COCCC(=O)N1CCC(Oc2ccc(C(=O)NCCn3cccn3)cc2)CC1	-6	25%	-9%	-3%	5%	1%	-18%	-5%	13%
N#Cc1ccccc1/C=N/Nc1nc(-c2ccccc2)c2cc(Br)ccc2n1	10	51%[12.7 µM]	1%	-17%	5%	-4%	-10%	4%	43%
Cc1ccc(S(=O)(=O)NCc2nc3nc(C)cc(C)n3n2)c(C)c1	-4&-4	22%	-2%&-15%	-4%&-17%	-6%&1%	-9%&-2%	-7%&5%	-4%&-1%	30%&37%
CCOC(=O)CNC(=O)CN1CCCN(S(=O)(=O)c2ccc(Br)s2)CC1	-12	50µM*	1%	-14%	7%	0%	6%	2%	34%[activator]
CC(C)C[C@H](NC(=O)c1nc[nH]c1C(=O)N1CCN(C(=O)OC(C)(C)C)CC1)C(=O)OC(C)(C)C	2	?	-3%	-22%	2%	-20%	?	7%	20%

An excerpt. The share of hits here may be higher or lower than overall.
